LDHA block: inhibitors of human lactate dehydrogenase A; purified LDHA, NADH/diaphorase-resazurin fluorescence; hits give low values; activity change, % (values are at about 110 or 230 µM); 480,000 tested, 0.15% active; AID 1347041; in the data active = activity change below about -30%; inconclusive = mostly about -25% to -30%;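 note: plate controls were DMSO wells for no effect and wells without enzyme for full effect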
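Remaining NADH was detected by diaphorase (0.133 mg/mL) converting 37 µM resazurin to fluorescent resorufin, read at 0 and 20 minutes. The preceding 5-minute room-temperature reaction used 2 nM LDHA, 0.2 mM sodium pyruvate and 0.06 mM NADH at pH 7.4.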
RXFP1 ag: activates the human relaxin receptor RXFP1; Q9HBX9; 370,000 tested, 0.3% active; HEK293T-RXFP1 cAMP TR-FRET, 30 min; response scale: percent of porcine relaxin response, buffer zero; Potency, µM (top dose mostly 57.5 µM), without a hit: at the highest dose activation, usual class: activators; note: potency is the fitted concentration of half-maximal effect; % is set by controls: 0 for no effect and ±100 for the full control effect; nearly all actives have a fitted effect of over 60% in size; many of its hits are not listed in these tables
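Agonist response is measured as cAMP accumulation in an RXFP1-transfected HEK293T line under PDE4 inhibition. Values are scaled between buffer-only and 29 nM porcine relaxin, and EC50s come from standard Hill equation fits.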
Vif-APOBEC3F blk: Vif-A3F binding inhibition | AID 602313 | Potency, µM (titrated, usually from 46.1 µM), without a hit: at the highest dose activity, negative = active | 390,000 tested, 0.2% active | HeLa A3F-eYFP + Vif (tagged APOBEC3F with the HIV-1 protein that degrades it), YFP fluorescence increase; note: potency is the fitted concentration of half-maximal effect; % of control where 0% means no effect; nearly all actives have a fitted effect of over 65% in size
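HeLa cells stably expressing A3F-eYFP plus Vif, plated and incubated overnight at 37 deg C, then exposed to compounds overnight at 37 deg C. Blocked degradation read as raised yellow fluorescence (Ex 488/Em 500-530).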
mIDH1 inhibitor: blocks human mutant IDH1 R132H enzyme. Potency, µM (highest dose often 76.6 µM), without a hit: at the top dose activity change, negative = inhibition, most hits filed as inhibitors. IDH1-R132H enzyme, NADPH consumption, diaphorase/resazurin fluorescence. 390,000 tested, 0.093% active. O75874; note: potency is the fitted concentration of half-maximal effect; % is set by controls: 0 for no effect and ±100 for the full control effect; nearly all actives have a fitted effect of over 65% in size
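IDH1-R132H (0.5 ug/mL dispensed) in pH 7.5 Tris buffer was preincubated 30 min with compound, then given a substrate mix of 0.016 mM NADPH and 2 mM alpha-KG for 80 min at room temperature; remaining NADPH was read by diaphorase/resazurin fluorescence.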
Vif-APOBEC3G blk: blocks the Vif interaction with human APOBEC3G. Potency, µM (series often up to 46.1 µM), without a hit: top-dose activity, negative = active, actives largely listed as inhibitors. Q9HC16. HeLa A3G-eYFP + Vif (tagged APOBEC3G with the HIV-1 protein that degrades it), YFP fluorescence, overnight. 410,000 tested, 0.076% active;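 note: potency is the fitted concentration of half-maximal effect; % is set by controls: 0 for no effect and ±100 for the full control effect; nearly all actives have a fitted effect of over 60% in size; hits raise eYFP signal because A3G escapes Vif-driven loss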
Target sequence (Q9HC16 whole entry, looked up): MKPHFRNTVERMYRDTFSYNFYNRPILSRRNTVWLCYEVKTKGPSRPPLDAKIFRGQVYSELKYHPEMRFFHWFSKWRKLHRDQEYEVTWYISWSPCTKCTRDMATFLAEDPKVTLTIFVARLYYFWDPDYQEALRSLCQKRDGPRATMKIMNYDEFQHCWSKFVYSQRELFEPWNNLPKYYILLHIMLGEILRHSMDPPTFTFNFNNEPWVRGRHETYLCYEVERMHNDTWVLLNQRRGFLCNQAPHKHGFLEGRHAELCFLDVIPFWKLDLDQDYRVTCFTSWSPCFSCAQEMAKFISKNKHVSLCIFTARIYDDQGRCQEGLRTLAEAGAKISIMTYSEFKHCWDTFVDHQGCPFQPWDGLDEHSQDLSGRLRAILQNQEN
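HeLa cells stably expressing Vif and C-terminally eYFP-tagged A3G, seeded overnight at 37 deg C, then exposed to compound by pintool overnight at 37 deg C. Rise in yellow fluorescence (Ex 488/Em 500-530, Acumen) marks blocked Vif-driven A3G degradation.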
PI4K2A inh: PI4K2A (human) kinase inhibition; Q9BTU6; purified PI4K2A, ADP-Glo luminescence, 1 h; hits give low values; 420,000 tested, 0.13% active; activity change, negative = inhibition, % at 76.9 µM; in the data active = activity change below about -50%; inconclusive = mostly about -30% to -49%;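 note: -100% = wells without enzyme as full effect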
Target sequence (Q9BTU6 whole entry, looked up): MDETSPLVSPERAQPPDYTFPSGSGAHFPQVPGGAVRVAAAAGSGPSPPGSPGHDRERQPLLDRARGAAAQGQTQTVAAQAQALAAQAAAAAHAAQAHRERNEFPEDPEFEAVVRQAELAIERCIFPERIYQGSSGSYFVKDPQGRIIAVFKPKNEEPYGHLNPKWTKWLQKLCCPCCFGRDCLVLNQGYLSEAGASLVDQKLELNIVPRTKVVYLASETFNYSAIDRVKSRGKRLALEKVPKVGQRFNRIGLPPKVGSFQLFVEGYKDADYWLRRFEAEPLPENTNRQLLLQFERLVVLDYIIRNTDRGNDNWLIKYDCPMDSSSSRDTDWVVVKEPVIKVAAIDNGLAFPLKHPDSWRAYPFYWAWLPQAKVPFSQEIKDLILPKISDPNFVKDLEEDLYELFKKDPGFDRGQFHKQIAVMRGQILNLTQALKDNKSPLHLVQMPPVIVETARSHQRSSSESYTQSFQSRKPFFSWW
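ADP-Glo luminescence measured ADP generated by PI4K2A enzyme (4 ug/mL before mixing) with 1.2 mM PI substrate (pre-mix) and 300 microM ATP (pre-mix). Tris pH7.5 buffer with MgCl2, Triton X-100; 1 h reaction at ambient temperature.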
TrxR1 substrate: is turned over as a substrate by rat TrxR1 | O89049 | purified TrxR1 substrate turnover, NADPH consumption readout | Potency, µM (top dose mostly 114 µM), for inactives: at the top dose activity change, negative = substrate turnover | 390,000 tested, 0.01% active | AID 588456; note: potency is the fitted concentration of half-maximal effect; % is set by controls: 0 for no effect and ±100 for the full control effect; nearly all actives have a fitted effect of over 50% in size
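Rat TrxR1, dispensed at 90 nM, was prereduced with 400 uM NADPH (final) for 5 min at ~22 deg C, then incubated with compound 15 min before 400 uM selenite. A first-read NADPH fluorescence drop versus no-compound background flagged substrates.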
Glioma ERSR ind: induces the endoplasmic reticulum stress response in human glioma cells; Potency, µM, without a hit: top-dose activation, most hits filed as activators; 420,000 tested, 0.02% active; U87-MG GRP78 promoter luciferase reporter, 16 h; note: potency is the fitted concentration of half-maximal effect; series mostly up to about 76 µM; % of control where 0% means no effect; nearly all actives have a fitted effect of over 35% in size
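Stably transfected U87-MG glioma cells carrying a GRP78-based luciferase sensor; 16 h compound incubation. Luminescence end-point read 10 min after Bright-Glo addition at room temperature.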
USP1 inh: blocks the human USP1/UAF1 deubiquitinase complex; recombinant USP1/UAF1, Ub-Rhodamine cleavage fluorescence; AID 743255; Potency, µM (titrated, usually from 57.1 µM), inactives show top-dose activity change, negative = inhibition, actives largely listed as inhibitors; O94782; 390,000 tested, 0.23% active; note: potency is the fitted concentration of half-maximal effect; % is set by controls: 0 for no effect and ±100 for the full control effect; nearly all actives have a fitted effect of over 60% in size; inactives centre near -12
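High-throughput fluorogenic screen: 1nM USP1/UAF1 complex, Ub-Rho substrate 150nM final, 50mM HEPES pH 7.8 with 0.5mM EDTA, 0.1 mg/ml BSA, 1mM TCEP and 0.01% Tween-20.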
Starred values were filed as active, the others as inactive; ? = inconclusive; . = not tested or not shown; & = joins results of further samples; [ ] = another dose, or the depositor's remark. Unless noted, calls come from the whole dose curve; as a rule, active = well fitted curve in the direction sought with a large enough effect; inconclusive = small, poorly fitted or top-dose-only effect, or another doubt; inactive = no such curve, though single readings can be large; an effect the other way counts as inactive or inconclusive. An excerpt (hit frequency here may not be typical).

SMILES	LDHA block	RXFP1 ag	Vif-APOBEC3F blk	mIDH1 inhibitor	Vif-APOBEC3G blk	PI4K2A inh	TrxR1 substrate	Glioma ERSR ind	USP1 inh
O=C(Cn1nnc(-c2ccc(F)cc2)n1)Nc1cccc(S(=O)(=O)N2CCCC2)c1	-3&11	0.3%	3%	4%	-5%	-10	5%	-5%	-17%
CCN1CCN(CC(=O)Nc2ccc3c(c2)OCCO3)C(=O)C1=O	-4	0.8%	-4%	-12%	1%	4	0%	-5%	-13%
O=C(CN1CCN(c2ccccc2O)CC1)NC(=O)NCc1ccccc1	-6	-0.4%	3%	-13%	4%	3	-4%	-5%	-6%
O=C(c1ccco1)N1CCN(C(=O)c2cc3cc([N+](=O)[O-])ccc3oc2=O)CC1	0	4.3%	-14%	4%	-4%	3	-13%[57.1 µM]	0%	-11%
CC(C)(C)C(=O)N(Cc1ccc(Cl)cc1)c1cnccn1	-4	0.2%	1%	4%	-3%	-1	-2%[2.29 µM]	1%	-27%
CC(C)Cn1c(SCC#N)nc2ccccc2c1=O	-4&-8	1.7%	2%	-2%	0%&-1%	-2	-3%&0%	-2%&-4%	-4%
O=C(C1CCN(S(=O)(=O)c2cccc3cccnc23)CC1)N1CCN(Cc2ccccc2)CC1	0	.	-1%	3%	-2%	5	-1%	-2%	-18%
CC(=O)C[C@H]1c2ccccc2S(=O)(=O)N1C1CCCCC1	2	.	0%	4%	0%&0%	-1	-6%[57.1 µM]	-4%&-1%	-28%
CCc1nc2ccccc2n1CC(O)COc1ccc(NC(C)=O)cc1 (configuration not stated)	1	-0.6%	.	1%	1%	5	-1%	-4%	-3%
CCOC(=O)c1cc(S(=O)(=O)N2CCN(c3ccc(C)cc3C)CC2)[nH]n1	5	0.2%	-5%	-11%	5%	0	3%[57.1 µM]	-2%	-11%
Cc1cc(C)nc(NC2=NCCN2C(=S)Nc2c(C)cccc2C)n1	0	0.0%	-3%	7%	0%	-5	-1%	1%	-27%
CC(NC(=O)Cc1ccsc1)c1ccc(S(N)(=O)=O)cc1 (configuration not stated)	1	0.5%	-4%	2%	2%	10	9%	-5%	-19%
COc1c(C)cccc1C(=O)Nc1ccc(-c2nc3ccccc3s2)c(Cl)c1	-14	?	-8%	0%	1%	4	60%[activator]	-2%	-14%
COC(C(=O)Nc1ccnn1C1CCN(Cc2ccc(CO)o2)CC1)c1ccccc1 (configuration not stated)	-4	-2.4%	2%	3%	-2%	8	-16%	-4%	1%
CC(C)(C)c1ccc(-c2cnco2)cc1	2	0.3%	-10%	0%	-11%	-1	2%	-1%	-28%
COc1cccc(NC(=O)C2CCN(c3ncccn3)CC2)c1	-9	-0.6%	-2%	1%	0%	2	6%	0%	-15%
CCOc1ccccc1CNCc1ccc(F)cc1	-6	0.7%	-2%	3%	0%	-1	8%[57.1 µM]	-8%	?
CCC(Oc1ccccc1)C(=O)Nc1nc2ccccc2[nH]1 (configuration not stated)	-4	0.5%	5%	-1%	-1%	-7	-5%	-2%	-17%
O=C(c1cccc(N2C(=O)C3C4C=CC(C4)C3C2=O)c1)N1CCN(c2ccccc2)CC1 (configuration not stated)	2	1.3%	5%	-10%	2%	-2	-5%[57.1 µM]	-1%	-15%
CCC(CC)C(=O)NCCc1cc2ccc(OC)cc2[nH]c1=O	-4	1.2%	0%	-3%	2%	-2	1%	1%	-4%
Cc1nn(-c2ccccc2)nc1C(=O)NNC(=O)c1ccc(C(F)(F)F)cc1	-4	-0.1%	17%	3%	0%	5	6%	4%	-10%
CC(C)(C)NCC(O)c1cc(O)cc(O)c1 (configuration not stated)	-4	3.7%	-3%	1%	-4%	4&0&-3	13%[57.1 µM]	1%&-2%&-5%	-8%
O=C(N/N=C/C(Br)=C\c1ccccc1)c1ccco1	-5	-0.1%	?	6%	-21%	-9	-6%	2%	-23%
CCC(C(=O)NCCCN1CCN(CC)CC1)n1nc(C)n2c(cc3occc32)c1=O (configuration not stated)	-8	13%	0%	-11%	-1%	5	5%	-4%	-19%
O=C(Nc1ccc2nc3ccccc3nc2c1)c1ccccc1	22	1.0%	-8%	3%	-1%	-3	-8%	1%	-10%
Cc1ccc(NC(=O)CCc2ccccc2)cc1S(=O)(=O)N1CCOCC1	-7	.	0%	-3%	0%	-3	-8%	1%	-5%
Cc1cccc(N2CCN(S(=O)(=O)c3ccc4c(c3)CC(=O)N4C)CC2)c1C	0&-11	1.1%&-1.3%	-1%&0%	-5%&7%	1%&2%	-6&1	-1%&-11%	-5%&-6%	-23%&-19%
C[C@H](NC(=O)c1ccco1)C(=O)Nc1nnc(SCc2ccccc2)s1	-4	.	1%	4%	-5%	-1	4%	-1%	-10%
O=C(NCc1nc(-c2ccccc2)cs1)c1ccccc1	-6	3.0%	-2%	21%	-1%	-14	10%[57.1 µM]	5%	-5%
COc1ccc(-c2nc(C#N)c(NCC3CCCO3)o2)cc1OC (configuration not stated)	8	3.1%	0%	11%	1%	3	437%[activator]	1%	-7%
COC(=O)c1ccc(-c2noc(CN3CCCC(CNC(C)=O)C3)n2)cc1 (configuration not stated)	-3	-0.9%	-7%	7%	1%	-4	-5%[57.1 µM]	1%	-14%
CCc1ccccc1NC(=O)C1CCCN(S(=O)(=O)c2ccc3[nH]c(=O)ccc3c2)C1 (configuration not stated)	-5	15%	?	-18%	-26%	0	0%	-3%	-10%
NC(=O)c1ccsc1NC(=O)COC(=O)CCc1ccccc1	2	.	-8%	7%	-1%	2	.	-6%	-25%
N#CCC(=N)N1CCN(c2ccccc2Cl)CC1	-6	0.3%	2%	12%	-6%	-3	9%[57.1 µM]	-1%	-31%
CCCc1nc2ccccc2n1C(=S)SC	-8	-0.7%	?	9%	0%	-10	2%	-2%	-8%
O=C(O)C1Cc2ccccc2CN1S(=O)(=O)/C=C/c1ccccc1 (configuration not stated)	0	2.4%	-22%	-3%	3%	-7	1%	-4%	-24%
COc1ccccc1NS(=O)(=O)c1cc(NC(=O)CN2C(=O)NC3(CCCCC3)C2=O)ccc1C	0	.	-3%	7%	1%	-1	0%	-4%	-24%
CCOc1ccccc1NS(=O)(=O)c1ccc2c(c1)NC(=O)CCS2	1	1.8%	-3%	0%	-17%	-3	11%	-3%	-17%
CCn1nccc1C(=O)Nc1nc2ccccc2n1CCN1CCCCC1	4	0.4%	-3%	5%	3%	-3	11%	-6%	-4%
Cc1nc(-c2ccc([N+](=O)[O-])cc2)nc2[nH]ccc(=O)c12	-1	23%	2%	9%	-6%	7	4%	7%	-13%
Cc1ccc(NC2=NCCC2)cc1Cl	0	-1.9%	-5%	3%	-5%	-4	6%[57.1 µM]	-6%	-15%
O=C(c1cc(COc2cccc(C(F)(F)F)c2)on1)N1CCC(c2ccncc2)CC1	2	1.2%	1%	3%	2%	-1	-5%	2%	-11%
CN(C)c1cccc2c1c(NC(=O)Nc1ccccc1)nn2C	11	-0.9%	10%	11%	-5%	-18	5%	-1%	?
COc1ccc(C(CNC(=O)CN2C(=O)NC(C)(c3ccc4ccccc4c3)C2=O)N2CCCC2)cc1 (configuration not stated)	2	.	1%	5%	5%	-5	1%	-4%	-16%
O=C1CC2C(CC(OC(=O)c3ccc(-c4ccccc4)cc3)C2CO)O1 (configuration not stated)	-7	-0.6%	2%	2%	-8%	0	9%[57.1 µM]	0%	-17%

Another view of part of the listing above.
Values run as follows: LDHA block, RXFP1 ag, Vif-APOBEC3F blk, mIDH1 inhibitor, Vif-APOBEC3G blk, PI4K2A inh, TrxR1 substrate, Glioma ERSR ind, USP1 inh
> O=C(c1cc(COc2cccc(C(F)(F)F)c2)on1)N1CCC(c2ccncc2)CC1
    2, 1.2%, 1%, 3%, 2%, -1, -5%, 2%, -11%
> CN(C)c1cccc2c1c(NC(=O)Nc1ccccc1)nn2C
    11, -0.9%, 10%, 11%, -5%, -18, 5%, -1%, ?

Continuation.
SMILES	LDHA block	RXFP1 ag	Vif-APOBEC3F blk	mIDH1 inhibitor	Vif-APOBEC3G blk	PI4K2A inh	TrxR1 substrate	Glioma ERSR ind	USP1 inh
O=C(NCCc1ccccc1)c1cnc2sc(N3CCCCC3)nn2c1=O	-6	-1.6%	1%	4%	3%	-3	38%[activator][57.1 µM]	-2%	-32%
COc1ccc(NC(=O)c2ccc3c(=O)n4c(nc3c2)CCCCC4)cc1	-7	0.5%	-4%	-3%	3%	1	-2%	-2%	-22%
CC12CCC(C(=O)N(CC(O)CN3CCCCC3)C1=O)C2(C)C (configuration not stated)	-5	-0.7%	-1%	6%	2%	-3	12%	-2%	-15%
CCOC(=O)/C=c1\s/c(=C\c2c(OCC)ccc3ccccc23)c(=O)n1CC(=O)NCC1CCCO1 (configuration not stated)	-5	0.1%	-19%	-3%	?	2	-5%	-3%	-18%
CC(=O)NC(CC(=O)Nc1ccc(S(=O)(=O)N2CCOCC2)cc1)c1ccccc1 (configuration not stated)	0	.	-8%	4%	0%	-1	7%	-3%	-16%
CCN1CCN(c2ncnc3c2cnn3-c2ccc(Cl)cc2)CC1	-14	3.5%	-4%	-13%	0%	-6	4%	3%	-4%
Fc1ccccc1N1CCN(c2nccn3nc(-c4ccc(Br)cc4)cc23)CC1	-1	0.5%	-3%	3%	-7%	3	3%	-2%	?
CC(=O)Nc1cc2c(cc1NC(=O)Cn1nc(-c3ccc4c(c3)OCCO4)ccc1=O)OCCO2	-7	-2.2%	-18%	5%	1%	7	3%	0%	5%

High-throughput results as filed in PubChem BioAssay.
